# Screens (PubChem)
# Rab7 wt modul – alters GTP binding to wildtype dog Rab7 | GST-Rab7 beads, fluorescent GTP binding, flow cytometry; actives lie on both sides; untreated = 100%, excess cold GTP = 0% | GTP binding activity (percent of control), % at 10 µM | 0.055% of 190,000 active | AID 758;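 active means fluorescent GTP binding to Rab7 beads changed by at least 20 points from the 100% baseline, either direction, mostly lower; inconclusive means compound itself probably fluorescent, or too few beads counted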;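 further: median green fluorescence of bound Bodipy-FL-GTP per Rab7 bead population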
# HRas wt GTP – human HRas wildtype GTP binding, change in either direction. 0.14% of 190,000 active. GTP binding activity, % at 10 µM. GST-Ras wt beads, Bodipy-FL-GTP binding, flow cytometry; actives lie on both sides. P01112;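 active means GTP binding activity at least 20% away from the 100% baseline, either lowered as inhibitor or raised as activator; inconclusive means flagged as likely green fluorescent, judged across all proteins in the well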;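 further: 0% = unlabeled GTP competition control and 100% = no-compound control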
# Target sequence (P01112 whole entry, looked up): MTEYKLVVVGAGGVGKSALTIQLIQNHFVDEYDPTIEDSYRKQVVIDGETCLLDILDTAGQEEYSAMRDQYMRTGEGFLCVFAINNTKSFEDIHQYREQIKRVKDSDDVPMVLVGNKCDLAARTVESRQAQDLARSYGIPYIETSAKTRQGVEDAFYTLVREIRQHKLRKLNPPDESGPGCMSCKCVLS
# Rac1 wt GTP bind – human Rac1 wildtype GTP binding, inhibitors and activators; 0.27% of 190,000 active; GST-Rac1 beads, fluorescent GTP binding, flow cytometry; actives lie on both sides; 0 = cold GTP competed, 100 = untreated; P63000; GTP binding activity (% of control), % at 10 µM; AID 757;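 active means GTP binding activity at least 20 points away from the 100% control level, either lower or higher; inconclusive means compound flagged as likely green fluorescent, judged across all proteins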
# Rab2A wt mod – changes GTP binding to wildtype dog Rab2A, up or down. GST-Rab2 wt beads, Bodipy-GTP binding, flow cytometry. 0.19% of 190,000 active. GTP binding activity, % at 10 µM. AID 760. P61105;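 active means GTP binding activity at least 20 points away from 100%, either lowered or raised; inconclusive means signal likely due to the compound's own green fluorescence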;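 further: 0% = beads with excess unlabeled GTP and 100% = no-compound control corrected for plate trend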
# Mcl1-Noxa inh – Mcl-1/Noxa interaction inhibition; TR-FRET Mcl-1/Noxa peptide binding, 2 h; inhibition, % at 21.7 µM; 1.5% of 220,000 active; Q07820; AID 1022;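 active means compounds that cut the protein-peptide binding signal by more than 50% relative to plate controls in a single-dose test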;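 further: His-tagged Mcl-1 with rhodamine Noxa BH3 peptide and terbium anti-His antibody; 0% = Mcl-1 plus Noxa peptide wells and 100% = peptide-only wells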
# Target sequence (Q07820 whole entry, looked up): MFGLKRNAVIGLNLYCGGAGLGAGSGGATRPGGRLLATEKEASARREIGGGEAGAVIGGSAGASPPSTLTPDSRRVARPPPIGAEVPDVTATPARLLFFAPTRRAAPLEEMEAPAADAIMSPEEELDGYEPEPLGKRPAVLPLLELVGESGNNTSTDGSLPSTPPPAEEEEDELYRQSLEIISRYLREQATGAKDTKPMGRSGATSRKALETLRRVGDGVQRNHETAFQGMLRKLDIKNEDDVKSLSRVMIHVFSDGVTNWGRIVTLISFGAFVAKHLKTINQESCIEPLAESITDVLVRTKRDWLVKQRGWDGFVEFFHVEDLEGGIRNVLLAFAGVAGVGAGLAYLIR
# Cdc42 wt – changes GTP binding to wildtype human Cdc42 | 0.2% of 190,000 active | percent activity (GTP binding), % at 10 µM | P60953 | GST-Cdc42 beads, Bodipy-GTP binding, flow cytometry; actives lie on both sides;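 active means percent activity GTP binding at least 20 points away from the 100% baseline, either down as inhibitor or up as activator; inconclusive means compound flagged as likely green fluorescent from well-wide comparison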;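 further: median bead fluorescence of bound Bodipy-FL-GTP at 100 nM; 0% = excess unlabeled GTP control and 100% = no compound control; below 100% means less GTP binding so inhibitor and above means activator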
# Pf gamet viab – inhibitors of late stage P. falciparum gametocyte viability; P. falciparum stage V gametocytes, ATP luminescence, 24 h; inhibition, % at 10.9 µM; 0.065% of 150,000 active; AID 743093;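 active means inhibition above the mean plus 3 SD of compounds within the control limits, set per campaign, cut at about 38% in these data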;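 further: 0% = DMSO wells and 100% = medium only without gametocytes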
# Rac1 mut GTP – human Rac1 activated mutant GTP binding change; P63000; GST-Rac1 activated beads, fluorescent GTP binding, flow cytometry; actives lie on both sides; 100% means binding = to untreated wells; percent activity (GTP binding), % at 10 µM; 0.11% of 190,000 active; AID 764;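 active means GTP binding at least 20 percentage points away from the 100% baseline, in either direction, so actives lie on both sides; inconclusive means Compound likely fluorescent itself, or too few beads counted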
# RGS8-Gao reg – modulates binding of RGS8 to human Galphao | P09471 | multiplexed bead flow cytometry; actives lie on both sides | response (percent of control binding), % at 10 µM | 0.34% of 220,000 active | AID 1423; in the data active means response below about 60% or above about 140%; inactive means in between;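 further: Galphao activated as the GDP aluminium fluoride complex binding bead-coupled RGS8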
# Target sequence (P09471 whole entry, looked up): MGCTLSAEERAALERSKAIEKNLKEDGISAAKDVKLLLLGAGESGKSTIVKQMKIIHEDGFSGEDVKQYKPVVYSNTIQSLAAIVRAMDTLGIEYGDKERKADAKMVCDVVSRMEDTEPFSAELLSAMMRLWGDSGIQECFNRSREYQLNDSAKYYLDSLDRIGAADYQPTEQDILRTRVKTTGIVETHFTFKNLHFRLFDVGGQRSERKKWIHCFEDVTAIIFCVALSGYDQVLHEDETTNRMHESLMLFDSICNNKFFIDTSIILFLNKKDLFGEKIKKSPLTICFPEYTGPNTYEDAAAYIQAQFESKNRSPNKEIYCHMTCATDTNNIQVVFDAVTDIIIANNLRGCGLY
# Mcl1 Bid PPI – Mcl-1/Bid interaction inhibition. TR-FRET Mcl-1/Bid-Dy647 peptide binding, 1536-well. inhibition, % at 21.7 µM. 0.97% of 220,000 active;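 active means compounds that cut the binding signal by more than half at the single screening dose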;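 further: His-tagged Mcl-1 with europium anti-His antibody binding Bid BH3 peptide; 0% = Mcl-1 plus peptide wells and 100% = peptide-only wells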
# Bim-Mcl-1 – human Bim-Mcl-1 interaction inhibition | Q07820 | Bead-based flow cytometry, Bim peptide-Mcl-1 binding | inhibition, % at 10 µM | 0.1% of 190,000 active; in the data active means inhibition above about 40%;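 further: 0% = no compound tracer wells and 100% = peptide blocker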
# Numbers without * were called inactive; u = inconclusive; x = not tested or not shown. Hits appear at their usual frequency; 2.9% or so of the library scored in one or more.
SMILES,Rab7 wt modul,HRas wt GTP,Rac1 wt GTP bind,Rab2A wt mod,Mcl1-Noxa inh,Cdc42 wt,Pf gamet viab,Rac1 mut GTP,RGS8-Gao reg,Mcl1 Bid PPI,Bim-Mcl-1
COC(=O)CCC(=O)NNC(=O)c1ccc([N+](=O)[O-])cc1,97,97,99,97,-8,103,1,98,98,-3,-3
COc1cccc(NC(=O)c2ccn(C)n2)c1,97,101,103,102,2,100,x,98,71,-2,-4
Cc1c(Cl)cccc1NC(=S)NN,108,102,104,102,15,102,3,95,100,-25,3
CCN(CCO)c1cc(Cl)nc(SC)n1,95,98,101,98,9,99,-14,99,114,-2,-5
CN1CCN(C(=O)CC2C(=O)NCCN2Cc2ccc(-c3ccccc3)cc2)CC1 (stereo unspecified),106,99,99,100,15,98,2,96,91,-21,-2
O=C1CCCc2nc3c(cc21)C(O)Oc1ccccc1-3 (stereo unspecified),100,93,94,97,13,91,12,92,100,-10,-4
Cc1cccc(NC2=NC(C)(C)N=C(N)N2)c1C,96,96,99,97,-7,96,x,98,105,-7,-6
CCOC(=O)CCCCC(=O)c1[nH]c(=O)[nH]c1C[n+]1ccc(C)cc1,99,100,105,96,11,101,-18,100,101,-49,30
C/C(=N/Nc1cc(-c2ccccc2)nc(-c2ccccc2)n1)c1ccc(O)cc1,99,102,105,101,23,100,x,101,100,-6,-1
C/C(CC(=O)Nc1cccnc1)=N\NC(=O)c1ccc([N+](=O)[O-])c(Cl)c1,94,102,108,99,8,106,2,99,100,-2,-3
Cc1ccc(S(=O)(=O)/N=C(/Nc2c(C)n(C)n(-c3ccccc3)c2=O)c2ccc(Cl)cc2)cc1,101,98,102,99,13,98,x,96,108,-17,-8
O=C(/C=C\c1cn(-c2ccccc2)nc1-c1ccccc1)Nc1nccs1,102,102,105,103,18,102,x,103,100,11,0
Cn1c(=O)[nH]c(=O)c2c1nc(Br)n2C/C=N/Nc1ccccc1,94,94,95,96,21,99,-5,95,100,-32,0
COc1ccc(S(=O)(=O)Nc2ccc(C)cc2)cc1OC,100,100,106,100,10,104,-12,102,98,-34,1
COc1ccc(-c2nc3ncccn3c2Br)cc1,u,u,u,u,4,u,-9,u,92,-44,-3
CC(=O)Nc1ccc(N2C(=O)CC(N3CCN(Cc4ccc5c(c4)OCO5)CC3)C2=O)cc1 (stereo unspecified),98,101,100,99,3,101,-12,99,111,-14,-10
CCOc1ccc(C2OC34CCCCC3C(C#N)(C#N)C2(C#N)C(=N)O4)cc1OC (stereo unspecified),100,97,100,98,12,96,x,98,99,-33,-1
CCCCn1nnnc1SCC(=O)N1CCN(C(=O)c2ccco2)CC1,102,100,102,99,7,101,x,98,99,-14,-2
O=C(Nc1ccccc1)c1ccccc1C(=O)N1CCCCC1,96,94,98,95,-6,94,-7,94,102,-24,0
CCC12OC(=N)C(C#N)(C1C)C(C#N)(C#N)C(c1ccccc1)O2 (stereo unspecified),103,101,104,101,19,104,-2,100,104,-13,-1
COc1ccc(/C(N)=N/OC(=O)Cc2cccs2)cc1OC,96,99,102,100,5,100,-14,101,109,-20,-4
O=C(NCC#CCOCc1ccccc1)c1ccccc1,100,99,101,98,10,99,8,95,98,-3,-2
CC1=C(C#N)C2C(/C1=N/O)C2(C)C (stereo unspecified),100,103,107,103,11,106,x,100,100,-6,0
N#CCCn1cc(C(=O)O)c(-c2cc3ccccc3o2)n1,101,99,101,98,10,98,2,98,91,-23,-2
C=CCn1c(-c2oc3nc(-c4ccccc4)cc(-c4ccccc4)c3c2N)n[nH]c1=S,93,96,98,96,-18,94,-7,96,101,-74,5
O=c1c2ccccc2c(C=Nc2cccc(O)c2)c(O)n1-c1ccc2c(c1)OCO2,100,102,102,100,50,102,x,96,98,60*,-4
Cc1ccc(C(=O)NCc2ccc(N3CCN(C(=O)OC(C)(C)C)CC3)cc2)cc1,101,101,98,100,0,101,-4,99,100,-10,-1
O=C(Nc1nnc(C2CC2)s1)c1ccc(S(=O)(=O)c2ccccc2)cc1,99,100,98,99,-1,99,x,97,102,-6,-2
Cc1ccc(NC(=S)N(CCCN2CCOCC2)Cc2ccccn2)cc1Cl,102,103,104,101,10,99,x,101,101,-35,-3
CCSC1=NSC2=NC(=O)/C(=C\c3coc4ccccc4c3=O)C(=N)N12,102,99,101,98,-31,95,x,96,99,8,-6
O=c1c([N+](=O)[O-])cc(C(F)(F)F)cn1Cc1cccc(Cl)c1,98,100,105,98,8,99,-12,98,99,0,0
COC1CCN(C(=O)c2ccc(OC3CCN(Cc4ccccn4)CC3)cc2)CC1,97,98,104,100,2,102,16,98,99,-52,-3
O=C(CSc1n[nH]c(-c2ccc(Cl)cc2Cl)n1)Nc1ccccn1,100,100,99,99,5,101,x,97,102,-14,0
Fc1ccccc1C1c2cccn2CCN1C(=S)Nc1ccc(Br)cc1 (stereo unspecified),98,92,98,94,19,94,-21,95,101,-25,0
COc1ccc2cc3cc(C(=O)NCc4ccccn4)oc3nc2c1,u,u,u,u,6,u,-2,u,100,12,-2
CC(=O)Nc1ccc(NC(=O)CN(c2cccc(C(C)=O)c2)S(C)(=O)=O)cc1,97,98,99,98,11,98,11,94,104,-34,-5
CCc1nnc(NC(=O)c2ccc(S(=O)(=O)N(CCOC)CCOC)cc2)s1,104,102,105,101,3,104,x,99,100,-3,0
COCCCNC(=O)CNC(=S)N(Cc1ccc(F)cc1)C1CCCCC1,100,99,102,98,10,100,1,99,97,-10,-2
CCC(=O)Oc1ccc(-c2nc(-c3cccnc3)no2)cc1,99,100,106,102,-2,102,38,103,88,-5,-8
CNC(=O)CSc1nccn1Cc1ccc(Cl)cc1,98,98,98,99,6,97,10,97,99,-9,0

# Reformatted with values under each structure: part of the list above
# Value order – Rab7 wt modul, HRas wt GTP, Rac1 wt GTP bind, Rab2A wt mod, Mcl1-Noxa inh, Cdc42 wt, Pf gamet viab, Rac1 mut GTP, RGS8-Gao reg, Mcl1 Bid PPI, Bim-Mcl-1
Fc1ccccc1C1c2cccn2CCN1C(=S)Nc1ccc(Br)cc1 (stereo unspecified)
 : 98, 92, 98, 94, 19, 94, -21, 95, 101, -25, 0
CC(=O)Nc1ccc(NC(=O)CN(c2cccc(C(C)=O)c2)S(C)(=O)=O)cc1
 : 97, 98, 99, 98, 11, 98, 11, 94, 104, -34, -5
COCCCNC(=O)CNC(=S)N(Cc1ccc(F)cc1)C1CCCCC1
 : 100, 99, 102, 98, 10, 100, 1, 99, 97, -10, -2
O=C(Nc1nnc(C2CC2)s1)c1ccc(S(=O)(=O)c2ccccc2)cc1
 : 99, 100, 98, 99, -1, 99, x, 97, 102, -6, -2
Cc1ccc(C(=O)NCc2ccc(N3CCN(C(=O)OC(C)(C)C)CC3)cc2)cc1
 : 101, 101, 98, 100, 0, 101, -4, 99, 100, -10, -1
O=C(CSc1n[nH]c(-c2ccc(Cl)cc2Cl)n1)Nc1ccccn1
 : 100, 100, 99, 99, 5, 101, x, 97, 102, -14, 0

# 2 of the compounds above, as tab-separated lines:
structure	Rab7 wt modul	HRas wt GTP	Rac1 wt GTP bind	Rab2A wt mod	Mcl1-Noxa inh	Cdc42 wt	Pf gamet viab	Rac1 mut GTP	RGS8-Gao reg	Mcl1 Bid PPI	Bim-Mcl-1
CCSC1=NSC2=NC(=O)/C(=C\c3coc4ccccc4c3=O)C(=N)N12	102	99	101	98	-31	95	x	96	99	8	-6
O=c1c([N+](=O)[O-])cc(C(F)(F)F)cn1Cc1cccc(Cl)c1	98	100	105	98	8	99	-12	98	99	0	0

# (listing goes on)
SMILES,Rab7 wt modul,HRas wt GTP,Rac1 wt GTP bind,Rab2A wt mod,Mcl1-Noxa inh,Cdc42 wt,Pf gamet viab,Rac1 mut GTP,RGS8-Gao reg,Mcl1 Bid PPI,Bim-Mcl-1
O=C(COC(=O)CCCNC(=O)c1ccc(Cl)cc1)Nc1ccc(Br)cc1,95,96,102,97,2,98,x,98,101,-18,-25
CCCCN1/C(=C/c2ccc3ccccc3[n+]2CC)Sc2ccccc21,91,91,91,95,-12,96,x,95,102,-44,6
CC(=O)N1N=C(c2ccncc2)OC12CCCC2,101,103,107,104,16,103,x,103,101,2,-1
O=C(COC(=O)CCC(=O)c1cccs1)NC1CC1,105,97,98,99,8,96,15,95,99,-27,-1
CC(=O)c1cc2c(cc1NC(=O)c1cccc(S(=O)(=O)N3CCN(C)CC3)c1)OCO2,98,84,78*,82,24,83,0,89,97,-33,6
CC1CCN(C(=O)c2ccc3c(Cl)c4c(nc3c2)CCCC4)CC1,103,98,95,99,15,98,-4,94,101,-24,0
COc1ccc(C2=CC(=O)N(Nc3ccccc3)C2=O)cc1,98,99,102,98,1,101,-25,99,97,6,-2
CCOC(=O)N1CCN(C(=O)C2CCN(S(=O)(=O)c3cc(OC)ccc3OC)CC2)CC1,97,98,99,96,7,93,0,96,98,-4,0
COc1ccc(NC(=O)COc2ccc3c(c2)CCC3)cc1,100,94,93,93,15,88,-23,91,100,-19,0
COc1ccc(C(=O)n2nc(-c3ccccc3)nc2N)cc1OC,102,105,105,105,9,107,-3,99,100,10,-26
Cc1cc(C)nc(Nc2ncn[nH]2)n1,106,102,106,100,-9,100,x,96,99,-30,1
COC(=O)CSc1nnc(-c2ccc3c(c2)OCO3)n1C,98,97,98,97,-5,96,x,96,105,-6,0
CCn1nc(CC(=O)O)c2ccccc2c1=O,106,99,103,100,14,100,7,98,104,10,-1
CSc1sc2ccccc2[n+]1CCCS(=O)(=O)[O-],97,101,109,103,5,104,x,103,101,8,-2
Cc1cc2occ(CC(=O)NCc3cccs3)c2cc1C(C)C,95,101,105,100,-5,100,x,97,107,-10,-4
CC(C)(C)n1nc2c(c1NC(=O)COc1ccc(Cl)cc1)CSC2,99,100,98,99,1,99,x,96,100,-17,0
Fc1ccccc1CSCc1nc2ccccc2[nH]1,94,98,100,98,-2,97,-8,99,106,-17,0
